Screening data as filed in PubChem BioAssay.
PLCb3 inh – inhibitors of human phospholipase C beta3; 370,000 compounds, 0.18% hits; Q01970; Purified PLC-beta3, fluorogenic substrate, fluorescence; inhibition, % at 12.2 µM; AID 720704; in the data active = inhibition above about 11%;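 note: 0% = median of compound wells on plate and 100% = full blocker control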
DDE Tn6 FP inh – inhibitors of Tn6 peptide binding to human fibrin DD(E) | inhibition, % at 8.3 µM | Fibrin DD(E) TRITC-Tn6 fluorescence polarization displacement | P02675 | AID 720509 | 370,000 compounds, 0.21% hits;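 active = inhibition above a per-campaign cutoff: mean of compounds within control limits plus 3 SD, cut at about 15% in these data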;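 note: 0% = median of all compound wells on the plate and 100% = blocking peptide control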
UHRF1 binding – blocks human UHRF1 binding to methylated DNA; Q96T88; UHRF1 binding to methylated oligo, TR-FRET; inhibition, % at 4.4 µM; 370,000 compounds, 0.75% hits; AID 687016; in the data active = inhibition above about 21%;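 note: UHRF1 SRA domain binding a hemimethylated CpG hairpin DNA probe; 0% = median of test compound wells and 100% = reference inhibitor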
Target sequence (Q96T88 whole entry, looked up, the tested form may be a part): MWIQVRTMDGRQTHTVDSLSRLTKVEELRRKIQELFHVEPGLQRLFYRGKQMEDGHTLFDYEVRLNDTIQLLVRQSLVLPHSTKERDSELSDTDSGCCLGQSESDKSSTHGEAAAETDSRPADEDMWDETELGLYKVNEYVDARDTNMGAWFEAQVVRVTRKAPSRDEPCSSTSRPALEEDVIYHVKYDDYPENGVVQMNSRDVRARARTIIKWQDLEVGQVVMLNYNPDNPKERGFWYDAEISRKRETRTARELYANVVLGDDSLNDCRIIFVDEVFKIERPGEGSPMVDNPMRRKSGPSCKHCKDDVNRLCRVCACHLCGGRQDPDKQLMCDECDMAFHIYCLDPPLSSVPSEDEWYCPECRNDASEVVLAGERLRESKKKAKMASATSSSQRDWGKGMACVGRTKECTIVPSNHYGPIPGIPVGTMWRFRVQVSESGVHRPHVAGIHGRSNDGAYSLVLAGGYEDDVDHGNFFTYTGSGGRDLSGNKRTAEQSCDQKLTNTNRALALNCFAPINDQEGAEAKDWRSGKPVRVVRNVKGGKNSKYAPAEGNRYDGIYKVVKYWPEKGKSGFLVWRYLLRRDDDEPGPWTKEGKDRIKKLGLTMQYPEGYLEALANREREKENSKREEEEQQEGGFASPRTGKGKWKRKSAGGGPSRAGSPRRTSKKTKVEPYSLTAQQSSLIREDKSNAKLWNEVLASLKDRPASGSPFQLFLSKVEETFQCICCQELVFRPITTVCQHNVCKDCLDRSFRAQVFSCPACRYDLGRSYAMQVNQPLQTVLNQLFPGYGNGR
NR1D1 modulator – modulators of human Rev-erb alpha DNA binding. P20393. Rev-erbα–FITC-DNA binding, fluorescence polarization, 90 min. activity, % at 10 µM. 370,000 compounds, 0.79% hits. AID 1259318;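 active = activity above about 14%, limit read from the data; passing the limit was not always enough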;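 note: 0% = DMSO wells with 35 nM protein and 100% = DMSO wells with 750 nM protein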
ASAP1 GAP inh – blocks human ASAP1-stimulated Arf1 GTP hydrolysis. Q9ULH1. GDP FP detection. inhibition, % at 16.5 µM. 360,000 compounds, 0.19% hits; in the data active = inhibition above about 25%;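 note: 0% = vehicle with enzyme and substrate and 100% = no enzyme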
DDE Tn7 FP inh – disrupts Tn7 cyclic peptide binding to fibrin D-Dimer-E complex; P02675; FP displacement of FITC-Tn7 peptide from fibrin DD(E); 0% = median of compound wells per plate; inhibition, % at 8.3 µM; 370,000 compounds, 0.13% hits; AID 720508;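 active = inhibition above the mean of compounds falling within the control limits plus 3 SD of them, cut at about 14% in these data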;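 note: 0% = plate median of compound wells and 100% = 10 µM Aha-Tn7 peptide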
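Assay system: Human clot-derived fibrin DD(E) complex | Buffer or medium: Tris/NaCl/CaCl2 buffer, pH 7.8 | Repeats: One replicate per compound | Benchmarks: Aha-Tn7 high control | Measure: % inhibition scaled between sample-field median and high-control FP | Schedule: 10 min plus 3 h, room temperature | Signal: Fluorescence polarization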
PLCg1 inh – blocks human PLC-gamma1 enzyme activity; inhibition, % at 12.2 µM; P19174; purified PLC-gamma1, fluorogenic substrate, fluorescence; 370,000 compounds, 0.84% hits; in the data active = inhibition above about 9.5%
proKLK7 act – activates the human kallikrein-7 zymogen | P49862 | purified proKLK7, EDANS-DABCYL substrate fluorescence; 100% is mature enzyme control, 0% vehicle | activation, % at 7 µM | 370,000 compounds, 0.9% hits;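 active = activation above the mean of all tested compounds plus 3 SD, computed per campaign excluding outliers beyond control limits, cut at about 13% in these data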
Target sequence (P49862 whole entry, looked up): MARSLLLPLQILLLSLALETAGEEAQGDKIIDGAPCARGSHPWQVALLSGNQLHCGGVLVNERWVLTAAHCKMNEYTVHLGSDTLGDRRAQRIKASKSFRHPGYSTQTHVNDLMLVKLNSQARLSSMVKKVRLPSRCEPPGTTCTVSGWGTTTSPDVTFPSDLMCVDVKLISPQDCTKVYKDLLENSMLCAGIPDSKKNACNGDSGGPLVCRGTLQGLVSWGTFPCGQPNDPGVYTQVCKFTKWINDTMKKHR
sPLA2-III inh – Blocks human group III sPLA2 activity; Q9NZ20; QFRET BODIPY PC-A2 liposome hydrolysis, fluorescence; inhibition, % at 12.2 µM; 370,000 compounds, 0.56% hits;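 active = inhibition above mean plus 3 SD of compounds lying within the high and low control bounds, cut at about 19% in these data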;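 note: 0% = median of test compound wells and 100% = no enzyme DMSO wells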
ARFGAP1 inh – inhibits rat ARF GTPase activating protein 1; Arfgap1-stimulated ARF1 GTP hydrolysis, GDP FP detection; AID 651572; 360,000 compounds, 0.26% hits; Q62848; inhibition, % at 16.5 µM;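 active = inhibition above a per-plate limit, mean inhibition of low control wells plus 3 SD, cut at about 25% in these data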;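 note: 0% = DMSO wells with enzyme and 100% = wells lacking Arfgap1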
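Material: truncated rat Arfgap1 GAP domain; Incubation: compound-enzyme preincubation 20 min, reaction 120 min, detection 60 min, 25 °C; Read-out: percent inhibition of Arfgap1-stimulated GTP hydrolysis; Technique: FP, GDP Alexa 633 tracer displaced from anti-GDP antibody, 620/688 nm; Controls: No-Arfgap1 wells (100%) versus DMSO full-reaction wells (0%); Replication: single well per compound.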
* = called active by the depositor; . = no result given; & = joins results of further samples.

Compound	PLCb3 inh	DDE Tn6 FP inh	UHRF1 binding	NR1D1 modulator	ASAP1 GAP inh	DDE Tn7 FP inh	PLCg1 inh	proKLK7 act	sPLA2-III inh	ARFGAP1 inh
Cc1ccc(C2(SCC(N)C(=O)O)c3ccccc3-c3ccccc32)cc1 (stereo not drawn)	-15.9	-3.7	10.0	-6.7	-12.6	2.8	5.3	-0.8	1.9	-5.9
COc1cc(C(O)c2nc(-c3csc4ccccc34)cs2)ccc1F (stereo not drawn)	-2.5	2.4	1.3	1.7	15.8	-9.8	0.8	0.2	-11.7	1.1
N=c1ncn(CC(O)CN2CCOCC2)c2nc(N3CCOCC3)[nH]c12 (stereo not drawn)	4.9	-4.8	-1.0	4.1	3.0	6.3	5.9	0.3	4.9	-2.4
CN1CCN(c2nc3ccccc3nc2C(C#N)S(=O)(=O)c2ccccc2)CC1 (stereo not drawn)	-37.4	-2.5	0.1	-4.5	-4.6	5.6	-21.1	0.0	-18.0	2.9
O=C(CCS(=O)(=O)c1ccccc1)Nc1ccccc1F	1.0	0.8	-1.1	-3.1	-9.8	2.2	0.5	0.1	1.1	6.8
CC1=C(C(=O)N(C)C)C(c2ccccc2OC(F)F)NC(=O)N1 (stereo not drawn)	-0.7	8.3	2.7	4.2	12.7	7.4	1.5	0.3	4.2	-12.4
COc1cccc(OC)c1NC(=O)Cn1nc(-c2ccc3c(c2)OCCO3)ccc1=O	-4.9	8.3	-2.3	4.4	-18.3	3.3	-4.8	-0.5	-1.6	-13.8
Cc1cc(C)nc(NC(=S)N2CCN(c3ccc(C(F)(F)F)cn3)CC2)c1	1.8	5.1	-0.1	2.0	.	-2.2	0.6	.	11.2	.
CC(=O)Oc1ccc(-c2cccc(C(=O)OCC(=O)Nc3ccccc3Oc3ccccc3)c2)cc1	3.8	5.3	-0.8	0.0	3.9	-3.2	2.1	0.5	-7.2	1.6
COCCCNC(=S)N1CCCN(c2nc3cc(C)ccc3cc2C#N)CC1	-67.0	5.2	0.1	.	-9.8	4.6	-44.3	-2.1	12.3	12.1
O=C(COC(=O)C12CC3CC(CC(O)(C3)C1)C2)N1CCN(S(=O)(=O)c2ccc(Cl)cc2)CC1	5.4	-4.7	8.4	5.2	0.0	-5.4	-0.9	0.3	1.6	8.7
CC1CC(C)CN(S(=O)(=O)c2ccc(NC(=O)C3COc4ccccc4O3)cc2)C1 (stereo not drawn)	4.9	2.1	0.4	-2.8	5.1	0.2	2.9	0.3	-9.1	10.5
O=C(NCc1ccccc1C(F)(F)F)C1CC(c2ccccc2[N+](=O)[O-])=NO1 (stereo not drawn)	-3.5	0.6	0.1	-3.3	-2.5	-12.6	-2.1	0.4	-5.4	13.6
COC(=O)c1c(NC(=O)CC2SC(N)=NC2=O)sc2c1CCCC2 (stereo not drawn)	2.1	-1.0	-1.3	-4.4	-7.3	-3.5	0.7	-0.2	-1.9	0.5
CC(/C=N/NC(=O)c1cc(-c2ccc(C)s2)[nH]n1)=C\c1ccccc1	-7.3	-4.8	-6.1	-8.3	-6.8	6.6	-4.7	0.7	-11.5	20.5
COc1cc(/C=C2\C(=O)NN(c3ccccc3)C2=O)cc([N+](=O)[O-])c1O	1.4	-5.3	-2.7	-9.3	-1.8	-0.8	-0.7	0.4	-4.2	-14.2
Cc1cccc2sc(NC(=O)c3ccc(NS(=O)(=O)c4cccs4)cc3)nc12	-94.2	-11.1	1.9	-2.6	21.1	-6.9	-79.4	-1.5	-84.2	23.7
CCS(=O)(=O)c1ccc(O)c(NC(=O)COc2ccc(Br)cc2)c1	0.1	-2.1	-1.0	3.0	14.1	0.2	-1.7	-0.4	-15.2	8.0
CC(NC(=O)c1ccccc1)c1nnc(SCc2nc3ccccc3c(=O)[nH]2)n1C (stereo not drawn)	0.6	2.9	2.8	-2.7	-0.7	-0.1	-0.6	-0.5	1.6	4.5
O=C1NCC(O)=C1C=NCCO	-3.4	6.5	1.6	0.5	1.2	5.5	-1.0	-0.5	7.0	-0.3

Compound	PLCb3 inh	DDE Tn6 FP inh	UHRF1 binding	NR1D1 modulator	ASAP1 GAP inh	DDE Tn7 FP inh	PLCg1 inh	proKLK7 act	sPLA2-III inh	ARFGAP1 inh
CC1CCC(NC(=O)CN(C)S(=O)(=O)c2cnc[nH]2)CC1 (stereo not drawn)	-1.7	-1.7	0.6	-3.4	2.1	-0.8	0.6	-0.3	-2.9	-1.4
COc1ccc(CCNc2oc(-c3ccc(C)cc3)nc2C#N)cc1OC	-364.2	0.6	-1.9	0.9	-9.8	0.2	-257.2	-6.0	-19.3	-6.2
CC1(Cc2cccc(F)c2)C(=O)Nc2ccc(-c3cccnc3)cc21 (stereo not drawn)	-1.8	1.1	0.1	1.4	2.3	3.9	-0.8	0.6	9.8	-5.6
COc1ccc(S(=O)(=O)c2cnc3ccc(OC)cc3c2N2CCC3(CC2)OCCO3)cc1	-0.6	2.1	-0.5	-1.7	-2.7	8.1	-2.4	0.2	-13.3	-4.9
COc1ccc(N(Cc2ccccc2)S(=O)(=O)c2cccc(C(=O)Nc3ncccc3C)c2)cc1	-6.2	-11.5	-2.1	6.2	7.0	-7.0	2.4	0.7	-18.5	6.3
O=C(c1ccccc1F)N1CCN(c2ncccn2)CC1	-5.9	-1.1	-3.4	0.6	-5.7	0.2	-4.5	0.4	4.4	-5.2
O=c1[nH]cnc2c1nc(NCc1ccccc1)n2C1O[C@@H](CO)[C@H](O)[C@@H]1O (stereo partly drawn)	-2.7	-0.6	4.5	-0.2	-2.7	-0.4	2.6	-0.1	3.5	11.9
Cc1cc(C)cc(NC(=O)c2ccc(NC(=O)c3ccco3)cc2)c1	-12.2	-10.0	-2.0	-0.9	-0.4	4.0	-2.6	-0.7	-5.9	9.6
CC(C)(C)NC[C@H](O)COc1nsnc1N1CCOCC1	-0.6&3.3&-0.7	-0.9&11.5&7.0	2.5&-0.5&1.3	-9.2&-1.4&-2.0	12.6&-13.3&-5.3	3.5&-0.8&2.5	3.4&2.5&3.6	-0.2&-0.1&0.0	12.5&5.7&15.4	-1.8&-4.7&-0.6
CC(C)CNS(=O)(=O)c1ccc(C(=O)Nc2ccc3c(c2)OCO3)cc1	3.3	1.1	-3.0	-4.3	13.9	-1.6	2.3	0.4	-1.1	3.5
Cc1ccc([N+](=O)[O-])cc1-c1[nH]c(-c2ccc(O)c(O)c2)nc1-c1ccccc1	7.5	6.3	-3.1	0.2	-9.6	3.0	9.7*	0.0	13.4	17.2
COc1ccc(NC(=O)CC2CC3CCC2C3)cn1 (stereo not drawn)	1.4	-5.0	-0.5	-0.9	11.3	-2.8	0.9	0.1	0.4	5.7
O=C(CN1CCOCC1)n1c2c(c3ccccc31)CCCC2	-20.1	-5.9	4.0	-1.5	7.4	7.7	-1.0	0.4	1.9	8.8
CCC(CC)CN1CCC(CN2CCNC(=O)C2=O)CC1	2.7	4.3	0.1	-1.2	4.9	-0.7	-0.2	1.4	1.1	-13.1
O=C(CNC(=O)c1ccc(F)cc1)NCc1ccc(Cl)cc1	-4.5	2.3	-1.1	2.3	1.1	4.5	0.4	-0.6	-4.3	9.3
COc1ccc(-c2cc(NC=O)c3ncc(-c4cccc(C(=O)NCCN(C)C)c4)n3c2)c(OC)c1	-36.1	-1.8	4.2	4.3	1.7	2.7	-29.9	-0.6	6.3	8.6
CC(C)Cc1nc2oc3c(NCc4cccnc4)ncnc3c2c2c1CCC2	-3.8	-4.1	-2.5	7.3	-7.3	-1.0	2.0	0.4	-0.3	-8.9
Cn1cc(CN2CCc3sccc3C2)c(-c2ccccc2F)n1	-7.6	3.9	-0.9	0.7	-1.4	-6.2	-2.8	0.1	-6.5	11.8
CCCCc1nnc(NC(=O)C(C)Sc2nc(C)cc(=O)[nH]2)s1 (stereo not drawn)	-0.7	-0.6	4.0	2.4	-6.8	0.2	-1.0	-0.2	10.3	4.5
NC(=O)CSc1nnc(NC(=O)c2ccc3ccccc3c2)s1	-17.5	8.8	-0.8	0.6	4.4	6.2	-17.4	-0.4	3.6	2.4

Part of the list above in a different format.
PLCb3 inh | DDE Tn6 FP inh | UHRF1 binding | NR1D1 modulator | ASAP1 GAP inh | DDE Tn7 FP inh | PLCg1 inh | proKLK7 act | sPLA2-III inh | ARFGAP1 inh | compound
7.5 | 6.3 | -3.1 | 0.2 | -9.6 | 3.0 | 9.7* | 0.0 | 13.4 | 17.2 | Cc1ccc([N+](=O)[O-])cc1-c1[nH]c(-c2ccc(O)c(O)c2)nc1-c1ccccc1
1.4 | -5.0 | -0.5 | -0.9 | 11.3 | -2.8 | 0.9 | 0.1 | 0.4 | 5.7 | COc1ccc(NC(=O)CC2CC3CCC2C3)cn1 (stereo not drawn)
-20.1 | -5.9 | 4.0 | -1.5 | 7.4 | 7.7 | -1.0 | 0.4 | 1.9 | 8.8 | O=C(CN1CCOCC1)n1c2c(c3ccccc31)CCCC2
2.7 | 4.3 | 0.1 | -1.2 | 4.9 | -0.7 | -0.2 | 1.4 | 1.1 | -13.1 | CCC(CC)CN1CCC(CN2CCNC(=O)C2=O)CC1
-4.5 | 2.3 | -1.1 | 2.3 | 1.1 | 4.5 | 0.4 | -0.6 | -4.3 | 9.3 | O=C(CNC(=O)c1ccc(F)cc1)NCc1ccc(Cl)cc1
-36.1 | -1.8 | 4.2 | 4.3 | 1.7 | 2.7 | -29.9 | -0.6 | 6.3 | 8.6 | COc1ccc(-c2cc(NC=O)c3ncc(-c4cccc(C(=O)NCCN(C)C)c4)n3c2)c(OC)c1
-3.8 | -4.1 | -2.5 | 7.3 | -7.3 | -1.0 | 2.0 | 0.4 | -0.3 | -8.9 | CC(C)Cc1nc2oc3c(NCc4cccnc4)ncnc3c2c2c1CCC2
-7.6 | 3.9 | -0.9 | 0.7 | -1.4 | -6.2 | -2.8 | 0.1 | -6.5 | 11.8 | Cn1cc(CN2CCc3sccc3C2)c(-c2ccccc2F)n1

Next records follow:
Compound	PLCb3 inh	DDE Tn6 FP inh	UHRF1 binding	NR1D1 modulator	ASAP1 GAP inh	DDE Tn7 FP inh	PLCg1 inh	proKLK7 act	sPLA2-III inh	ARFGAP1 inh
CC1CCCN(CCCNC(=O)CN2C(=O)COc3ccccc32)C1 (stereo not drawn)	-3.3	-2.9	-1.0	8.7	-8.4	-1.0	-1.2	-0.8	-3.8	-6.3
N#Cc1ccsc1NC(=O)COC(=O)c1ccc2ccccc2c1	-16.9	-2.4	-1.2	7.2	22.7	-0.9	-13.7	1.0	-12.7	26.7*
COc1ccc(OC)c(S(=O)(=O)N2CCC(C(=O)N(C)Cc3ccccc3)CC2)c1	-7.4	-0.3	-2.6	-6.2	-9.4	4.6	-0.6	0.7	0.4	7.6
CCOC(=O)c1nc(-c2ccc(OC)c(OC)c2)cnc1C#N	-6.6	-2.3	-1.6	-2.2	1.8	4.4	-2.3	0.1	18.3	4.3
